PTEN del growth – suppresses growth of cells with PTEN deletion; HCT116 PTEN-null viability, CellTiter-Glo, 60 h; active compounds read low; viability, % at 10 µM; actives 1.2% (n = 140,000); AID 827;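 active = viability at or below a set limit, 4 SD under the median of all tested compounds, cut at about 3.7% in these data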;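 note: PTEN knockout HCT116 line with beta catenin targeted HCT116 as companion control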
Yeast life ext – yeast lifespan extension; S. cerevisiae growth with nicotinamide, OD615; deaD strain in restrictive glucose medium; inhibition of the nicotinamide effect, % at 10 µM; actives 0.68% (n = 130,000);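 active = inhibition above a set limit, placed 3 SD over the median of all compounds, cut at about 26% in these data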;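 note: 0% = nicotinamide-treated wells and 100% = cells grown without nicotinamide; some compounds called inactive have numbers as strong as hits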
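System: Modified budding yeast, DeaD strain | Buffer or medium: Restrictive glucose medium | Also added: 1.5 mM nicotinamide | Doses: 10 µM single point, 0.25% DMSO | Schedule: 48 h compound exposure at 30 °C, humidified | Detection: Absorbance at 615 nm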
GALR2 antag – antagonists of human galanin receptor 2 (GALR2) | O43603 | GALR2-expressing cells, antagonist mode | inhibition, % at 4 µM | actives 0.39% (n = 140,000) | AID 828; in the data active = inhibition above about 27%;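 note: cells stimulated with galanin 1-16 at roughly its EC80; 0% = agonist challenge control and 100% = basal control without agonist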
Target sequence (O43603 whole entry, looked up): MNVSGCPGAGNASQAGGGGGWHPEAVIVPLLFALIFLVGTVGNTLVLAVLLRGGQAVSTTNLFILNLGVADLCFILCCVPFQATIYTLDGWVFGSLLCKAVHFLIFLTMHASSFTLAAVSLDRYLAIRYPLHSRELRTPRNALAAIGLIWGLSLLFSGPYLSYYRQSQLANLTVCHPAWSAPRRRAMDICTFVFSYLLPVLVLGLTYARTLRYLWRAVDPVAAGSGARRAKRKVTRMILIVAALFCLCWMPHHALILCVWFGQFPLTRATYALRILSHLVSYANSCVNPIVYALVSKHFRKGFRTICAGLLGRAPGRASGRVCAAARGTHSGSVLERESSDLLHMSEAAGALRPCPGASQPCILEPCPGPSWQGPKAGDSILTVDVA
NPY Y2 blocker – antagonists of human neuropeptide Y receptor Y2; actives 0.99% (n = 140,000); AID 793; NPY-Y2 expressing cells, antagonist mode; inhibition, % at 2.7 µM; in the data active = inhibition above about 17%;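 note: 0% = vehicle with agonist challenge and 100% = reference antagonist with challenge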
Target sequence (P49146 whole entry, looked up): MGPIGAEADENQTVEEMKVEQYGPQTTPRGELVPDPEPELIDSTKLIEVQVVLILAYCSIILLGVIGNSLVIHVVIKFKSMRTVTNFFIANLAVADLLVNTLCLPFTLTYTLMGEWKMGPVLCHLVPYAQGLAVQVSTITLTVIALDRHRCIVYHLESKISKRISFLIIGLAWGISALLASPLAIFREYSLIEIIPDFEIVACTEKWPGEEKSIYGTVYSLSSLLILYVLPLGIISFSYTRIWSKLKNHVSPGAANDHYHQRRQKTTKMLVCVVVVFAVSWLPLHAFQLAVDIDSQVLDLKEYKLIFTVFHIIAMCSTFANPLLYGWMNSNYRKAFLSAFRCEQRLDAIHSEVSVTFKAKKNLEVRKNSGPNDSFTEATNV
Yeast growth inh – yeast BB579 growth reduction in restrictive medium. S. cerevisiae BB579 growth, OD615, 48 h. inhibition, % at 10 µM. actives 0.51% (n = 140,000);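 active = inhibition above a set limit, 3 SD over the mean compound inhibition, cut at about 44% in these data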; note: inactives centre near -24
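System: DeaD yeast strain BB579; buffer or medium: CSMM-D dextrose restrictive medium; technique: OD at 615 nm; schedule: 4 h cell preincubation, 48 h compound exposure, 30 °C humidified; doses: single 10 µM dose; controls: amphotericin B 10 µg/mL, positive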
E-sel TNF inh – blocks E-selectin expression induced by TNF alpha; inhibition, % at 2 µM; AID 1246; HUVEC TNFa-induced E-selectin immunofluorescence, high content; actives 0.71% (n = 120,000);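 active = inhibition above the batch mean plus 3 SD, and confirmed as a hit on visual image review, cut at about 43% in these data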;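 note: 0% = TNF-stimulated DMSO wells and 100% = unstimulated control wells; not every result past the cut was called active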
Measles CPE – protection of cells from measles virus; Measles virus-infected cells, CPE protection, absorbance; protection (pct of control), % at 4 µM; actives 1.5% (n = 140,000); AID 841; in the data active = protection mostly above about 24%, no sharp cut-off; inactive = mostly below about 26%; note: some compounds called inactive have numbers as strong as hits
HCT116 bCat-KO – beta-catenin-lacking colon tumor cell growth suppression. HCT116 beta-catenin knockout viability, CellTiter-Glo, 60 h; active compounds read low. viability, % at 10 µM. actives 1.5% (n = 140,000). AID 818;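 active = viability at or under a set limit, the compound median less 4 SD, cut at about 6% in these data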;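 note: 0% = Hyamine 1622 control at 20 µM and 100% = untreated cell control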
Phagocyt inh – inhibitors of macrophage phagocytosis | J774A.1 macrophage IgG-bead phagocytosis, imaging | inhibition, % at 5 µM | actives 0.07% (n = 110,000) | AID 1029;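 active = inhibition above the mean of the plate negative controls plus 5 SD, cut at about 13% in these data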;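 note: phagocytic index as fraction of beads internalized from green versus red external bead signal; plate controls were DMSO negative control for no effect and cytochalasin-D positive control for full effect; some results beyond the cut were filed as inactive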
MRP1 act – activators of MRP-1. H69AR cells + doxorubicin, viability rescue, CellTiter-Glo. viability increase, % at 10 µM. actives 0.61% (n = 140,000). AID 799;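 active = viability gain under doxorubicin at or above a set limit, the compound median plus 3 SD, cut at about 4.7% in these data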;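 note: MRP-1 overexpressing cells given doxorubicin 25 µM after compound pretreatment; 18-22 h compound pretreatment then 72 h with doxorubicin before readout; 0% = doxorubicin-only wells and 100% = vehicle-treated cells without doxorubicin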
Starred values were filed as active, the others as inactive; nt = no result given.

SMILES	PTEN del growth	Yeast life ext	GALR2 antag	NPY Y2 blocker	Yeast growth inh	E-sel TNF inh	Measles CPE	HCT116 bCat-KO	Phagocyt inh	MRP1 act
Cc1nc2sc(C(c3ccco3)N3CCN(c4ccccc4F)CC3)c(O)n2n1 (centres undefined)	85	nt	3	2	-34	5	4	98	-2	-0.6
O=C1c2ccccc2C(O)N1Cc1ccc2c(c1)OCO2 (centres undefined)	96	-7	12	2	-4	8	6	98	0	1.0
COc1cc(NC(=O)C2CCC(CNc3c(N4CCC(C)CC4)c(=O)c3=O)CC2)cc(OC)c1 (centres undefined)	83	-11	-7	-1	-15	-7	18	83	0	-0.6
CC(C)NC(=O)c1ccccc1NC(=O)CCc1ccccc1	100	nt	3	3	-24	2	4	95	nt	-2.5
CCc1ccc(NC(=O)c2cc(CC(C)C)on2)cc1	109	-5	10	1	-65	21	9	111	0	1.5
O=C(CN1CCCCCC1)N/N=C/c1cccc(Cl)c1	98	1	-6	2	-46	nt	4	94	-6	-2.2
CC1CCN(S(=O)(=O)c2ccc(NC(=O)CN3CCOCC3)cc2)CC1	95	-8	-11	-1	-5	7	14	103	nt	-0.2
CC(=O)Nc1ccc(-n2nnnc2SCC(=O)N2CCN(C(=O)c3ccco3)CC2)cc1	91	-12	2	4	4	-29	-1	98	0	-0.8
CCOC(=O)c1cc2occc2n1CC(=O)NC1CCC(C)CC1 (centres undefined)	98	-18	-8	4	-29	-21	10	98	nt	0.7
CCc1ccccc1N(CC)C(=O)CCc1nc(-c2ccc(C)cc2)no1	78	-9	-4	13	-15	-15	7	74	2	-2.0
CN1CCN(S(=O)(=O)c2ccc(N3CCN(S(=O)(=O)/C=C/c4ccccc4)CC3)nc2)CC1	96	-1	-9	0	-30	nt	6	88	-1	-3.3
O=C(Nc1nnc(SCC(=O)N2CCCc3ccccc32)s1)c1cccc2ccccc12	80	2	0	10	-20	nt	2	89	1	-0.7
CCc1ccccc1Nc1nc(N)nc(CSCC(=O)c2cc(C)n(C)c2C)n1	101	-13	-10	4	-13	nt	16	92	2	-2.1
c1cnc(NCCNc2ncccn2)nc1	98	-6	2	2	-23	5	1	98	-1	0.1
COc1ccc2c(c1)c(C(O)CN1CCN(Cc3ccc4c(c3)OCO4)CC1)c(C)n2C (centres undefined)	70	0	-8	9	4	12	11	67	4	-6.2
COC(=O)c1cccc(NC(=O)c2cc3sccc3n2C)c1	90	-18	5	2	-78	nt	14	92	-2	-1.0
CCOC(=O)c1c(NC(N)=O)sc(C)c1C	94	-14	-3	1	-14	-5	11	112	0	-0.9
Cc1nnc2ccc(N3CCN(C(=O)c4ccccc4)CC3)nn12	86	-7	2	-1	36	nt	8	90	0	-1.1
Cc1noc(C)c1CSc1nc2ccccc2s1	102	-17	6	3	-80	-13	34	95	nt	-1.9
O=C(NC1CCCCC1)Nn1c(-c2ccccc2)nc2ccccc2c1=O	86	5	-5	1	-27	-24	3	81	-11	-1.4
CCn1c(SCC(=O)NCCc2ccccc2)nnc1-c1ccco1	104	-9	6	1	10	0	2	102	0	0.7
FC(F)(F)C(Oc1nc(NC2CCCCC2)nc(N2CCOCC2)n1)C(F)(F)F	71	-4	5	1	-10	6	12	62	-1	-3.0
O=C1C2C3C=CC(C3)C2C(=O)N1Cc1ccccc1 (centres undefined)	104	-7	7	2	-39	-12	3	96	0	0.1
CC(C)(C)C(=O)Nc1nnc(SCC(=O)Nc2ccc3c(c2)OCO3)s1	89	4	-1	1	-16	nt	nt	93	nt	-2.2
CCOC(=O)c1[nH]c2ccc(C)cc2c1N=C(C)N(C)C	94	-1	1	3	-58	-17	6	88	1	-1.4

Four entries already listed, sorted by the value under E-sel TNF inh, ascending.
Compound	Yeast life ext	GALR2 antag	NPY Y2 blocker	Yeast growth inh	E-sel TNF inh	Measles CPE	Phagocyt inh
CCOC(=O)c1cc2occc2n1CC(=O)NC1CCC(C)CC1 (centres undefined)	-18	-8	4	-29	-21	10	nt
FC(F)(F)C(Oc1nc(NC2CCCCC2)nc(N2CCOCC2)n1)C(F)(F)F	-4	5	1	-10	6	12	-1
CC1CCN(S(=O)(=O)c2ccc(NC(=O)CN3CCOCC3)cc2)CC1	-8	-11	-1	-5	7	14	nt
COc1ccc2c(c1)c(C(O)CN1CCN(Cc3ccc4c(c3)OCO4)CC1)c(C)n2C (centres undefined)	0	-8	9	4	12	11	4

New compounds follow
SMILES	PTEN del growth	Yeast life ext	GALR2 antag	NPY Y2 blocker	Yeast growth inh	E-sel TNF inh	Measles CPE	HCT116 bCat-KO	Phagocyt inh	MRP1 act
N#Cc1c(N)n(CCNC(=O)c2ccccc2)c2nc3ccccc3nc12	89	2	-3	-1	-26	0	5	94	-1	-2.1
O=C(CSCc1ccc(Br)cc1)Nc1ccc(S(=O)(=O)N2CCCCCC2)cc1	88	-4	-9	4	-12	-35	25	93	1	2.1
COc1ccc(CC(=O)Nc2cccc(-c3nnc(-c4ccc(C)cc4)o3)c2)cc1OC	18	-10	26	3	18	-6	0	14	nt	-1.1
Cc1cc(NC(=O)c2cc(CC(C)C)on2)n(-c2ccccc2)n1	96	-4	-3	-1	-36	nt	6	94	nt	-2.0
CCOC(=O)c1c(C)[nH]c(C(=O)CN2CCOCC2)c1C	102	-11	13	2	-27	nt	4	97	0	2.3
O=C(NCc1ccco1)c1cccs1	98	-3	5	3	-1	-3	7	87	0	-2.6
Cc1nn(CC(=O)Nc2ccc3c(c2)nc(CN2CCCC2)n3C)c(=O)c2ccccc12	98	-1	14	1	-30	-3	10	92	1	-0.1
O=C(CSC1CC(=O)N(CC(c2ccccc2)c2ccccc2)C1=O)Nc1ccc(Cl)cc1 (centres undefined)	67	-19	6	3	-52	-24	5	72	nt	-1.3
CCCc1cc(C(=O)N(C2CCCCC2)C2CCCCC2)no1	69	2	10	5	-32	nt	3	59	0	-3.9
O=C(NCCc1ccc(Cl)cc1)c1cccnc1	106	-12	18	2	-46	32	3	100	0	0.0
Cc1cc(C)c(S(=O)(=O)N2CCN=C2c2ccccc2)cc1C	96	7	-15	1	-89	-16	6	95	0	-0.6
Cc1ccc(C(=O)Nc2ccccc2C(=O)NC(CC(=O)O)C(=O)O)cc1 (centres undefined)	99	0	15	3	-8	nt	7	86	-2	-1.7
COc1ccc(S(=O)(=O)N2CCOCC2)cc1C(=O)Nc1nc2ccccc2s1	107	-9	2	4	-53	-24	3	95	0	-0.8
Cc1n[nH]c(C)c1S(=O)(=O)N(CC(=O)Nc1ccc2c(c1)OCCO2)c1ccc(C(C)C)cc1	70	-3	-6	-1	-6	nt	16	59	1	-2.3
Cn1c(Oc2ccccc2NCc2cc(Br)ccc2O)cc(=O)n(C)c1=O	93	-6	3	0	-52	-30	14	89	-1	-0.8
O=C(Nc1cccc2c1CCCC2)c1ccco1	89	-13	4	4	-28	-27	6	91	0	-0.2
Cc1nn(Cc2ccccc2)c(C)c1/C=N/NC(=O)CNc1cccc(C(F)(F)F)c1	68	0	-6	3	-32	0	4	81	-9	1.3
O=C(CN(c1ccccc1)S(=O)(=O)c1ccc(F)cc1)N1CCCCCC1	97	-7	9	7	-45	0	30	84	3	-1.5
C=CCSc1nc(N)c(C#N)c(-c2ccc(C)cc2)c1C#N	81	-16	-12	-7	-48	-4	32	78	-1	-5.3
COc1ccc(NC(=O)CSc2nc(N)c(C(=O)Nc3ccc(N(C)C)cc3)s2)cc1	66	-24	6	-3	-35	8	7	67	0	-2.1
COc1cc(OC)cc(C(=O)NCC(=O)OCC(=O)C(C)(C)C)c1	104	-2	-5	3	5	nt	7	83	-13	3.0
CN(C)c1ccc(CNCCC2CCOC(C)(C)C2)cc1 (centres undefined)	88	-5	-7	1	-26	-15	7	94	-2	-0.8
CC(C)CC(COCc1ccc(F)cc1)N1CCN(C(=O)c2cccc(C(F)(F)F)c2)CCC1=O (centres undefined)	72	6	-7	3	-32	-23	6	78	nt	-2.4
C=CCNc1nc(-c2ccc(OC)cc2OC)cs1	91	-22	5	-4	-55	-8	6	103	2	-3.8
CC1C/C(=N/NC(=O)c2ccc(CSc3nc4ccccc4[nH]3)cc2)CC(C)(C)C1 (centres undefined)	98	6	15	3	-32	-10	22	91	9	-4.3

Compound profiles, from the list above. Screens in order: PTEN del growth | Yeast life ext | GALR2 antag | NPY Y2 blocker | Yeast growth inh | E-sel TNF inh | Measles CPE | HCT116 bCat-KO | Phagocyt inh | MRP1 act
Profile of `Cc1n[nH]c(C)c1S(=O)(=O)N(CC(=O)Nc1ccc2c(c1)OCCO2)c1ccc(C(C)C)cc1` → 70 | -3 | -6 | -1 | -6 | nt | 16 | 59 | 1 | -2.3
Profile of `CN(C)c1ccc(CNCCC2CCOC(C)(C)C2)cc1` (centres undefined) → 88 | -5 | -7 | 1 | -26 | -15 | 7 | 94 | -2 | -0.8

(more compounds)
SMILES	PTEN del growth	Yeast life ext	GALR2 antag	NPY Y2 blocker	Yeast growth inh	E-sel TNF inh	Measles CPE	HCT116 bCat-KO	Phagocyt inh	MRP1 act
CCN(CC)S(=O)(=O)c1cc(C(=O)OCC(=O)NC2CCCc3ccccc32)ccc1C (centres undefined)	102	14	-5	5	-34	-5	7	95	1	-0.8
CCc1nc2sc(C)c(C)c2c(=O)n1CCO	105	-14	-6	7	-83	-28	28	105	0	-0.8
COc1ccc(CC(C(=O)Nc2cc(C)ccc2C)/C(N)=N/O)cc1 (centres undefined)	94	0	-3	3	-17	0	27	102	-4	-0.1
CSc1nnc(Cc2sc(-c3ccccc3)nc2-c2ccccc2)o1	88	-6	-2	4	-36	-3	13	94	-2	0.8
O=[N+]([O-])c1ccc(N2CCCC2)cc1NC1CC1	91	-4	-24	1	-40	nt	11	97	-2	-2.3
O=S1(=O)C=C(SCCN2CCCC2)c2ccccc21	68	10	3	4	-35	-96	6	59	nt	-1.7
Cc1cc(C)c2c(n1)sc1c(=O)[nH]c(SCc3ccccc3)nc12	82	-5	-1	3	-64	-1	4	74	0	-1.9
CCCN1CCN(CCCNC(=O)C2CCN(c3nnc(-n4cccc4)s3)CC2)CC1	98	-9	-34	0	5	nt	2	102	-2	0.1

Compounds shown so far containing a tert-butyl group (2):
SMILES	PTEN del growth	Yeast life ext	GALR2 antag	NPY Y2 blocker	Yeast growth inh	E-sel TNF inh	Measles CPE	HCT116 bCat-KO	Phagocyt inh	MRP1 act
CC(C)(C)C(=O)Nc1nnc(SCC(=O)Nc2ccc3c(c2)OCO3)s1	89	4	-1	1	-16	nt	nt	93	nt	-2.2
COc1cc(OC)cc(C(=O)NCC(=O)OCC(=O)C(C)(C)C)c1	104	-2	-5	3	5	nt	7	83	-13	3.0

Assay outcomes (PubChem BioAssay)
